K1F lysis inhibition: protection from phage-mediated lysis, alamar blue read-out – E. coli UTI89, K1F phage, bacterial capsule biogenesis inhibitors (AID 488966) | one-dose inhibition, % at 100 µM; IC50 in µM for titrated hits | 340,000 tested, 0.02% active | E. coli UTI89 K1F phage lysis, alamar blue, 2 h; higher % means a stronger effect;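 active means phage lysis inhibition, versus mean bacterial control, above a set limit; inconclusive means no clear call, values can overlap the other calls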;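 further: capsule biogenesis inhibitors block K1F phage lysis so surviving cells raise fluorescence; higher fluorescence means more inhibition of phage lysis; actives were called in the ten point dose series up to 300 µM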
Lipid droplet: modulators of hepatic lipid droplet formation; AML12 mouse hepatocytes, oleate lipid droplets, BODIPY imaging; inhibition, % at 6.5 µM; 240,000 tested, 0.4% active; AID 1656;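 active means lipid droplet intensity inhibited by at least 50%, with more than 500 cells counted; inconclusive means wells with under 300 cells, treated as cytotoxic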
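Technique: fluorescence imaging, 20x objective, two fields per well / Assay system: AML12 hepatocytes (mouse) / Measure: % inhibition of lipid droplet signal / Doses: 6.5 µM single-point dosing / Incubation: overnight exposure / Reagent: 100 µM oleic acid challenge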
Myeloid diff 2: compounds promoting myeloid differentiation; 360,000 tested, 1% active; calls only at 10 µM; ER-HoxA9 myeloid progenitors, lysozyme-GFP differentiation, flow cytometry; AID 624256;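 active means normalized GFP-positive differentiation at or above the plate's own cutoff, the solvent-only control mean plus 3 SD; inconclusive means no clear call, values can overlap the other calls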;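 further: cells exposed to compound for four days before flow analysis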
Lipid droplet cells 6.5 µM: also measured in Lipid droplet; calls as there; cell count; measured here: cell count, cytotoxicity flag;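 cells counted across two imaged fields per well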
Myeloid diff 2 GFP+ MAC1+ %: further read-out of Myeloid diff 2, marked with its call; GFP+ MAC1+ double positive, %; measured here: differentiation confirmed by MAC1 staining
Starred values were filed as active, the others as inactive; i = inactive; ? = inconclusive; . = no result given; [ ] = dose if it differs, or a comment. A portion of the library; count on the stated rates, not on these rows.

SMILES	K1F lysis inhibition	Lipid droplet	Lipid droplet cells 6.5 µM	Myeloid diff 2	Myeloid diff 2 GFP+ MAC1+ %
COc1ccc(Cl)cc1NC(=O)CN(C)C(=O)C12CC3CC(CC(Cl)(C3)C1)C2	0.0%	-5.8	735	i	10.3
C/C(=N\NC(=O)c1nnn(-c2nonc2N)c1C(C)C)c1ccc2ccccc2c1	0.3%	10.0	765	i	1.3
CCn1nc(C)c(CN2CCCCC2C(=O)Nc2ccc(Oc3cccnc3)cc2)c1C (stereo unspecified)	0.1%	-28.6	634	i	1.5
CCCCN(CCCNC(=O)C1CCCN(S(=O)(=O)CCC)C1)Cc1ccccc1 (stereo unspecified)	0.1%	-0.8	412	i	0.4
COc1ccc(CC(=O)NCc2ccc(-n3cccc3)cc2)cc1OC	0.1%	-54.2	493	?	.
Cc1cccc(C(=O)Nc2ccccc2C(=O)NCc2ccco2)c1	0.1%[50 µM]	-38.9	705	i	1.2
CN1CCc2c(sc(NC(=O)Cc3ccccc3)c2C#N)C1	2.8%	34.1	724	i	1.3
O=C(NCCCN1CCCC1=O)c1c(O)nc2ccccn2c1=O	0.4%	8.3	747	i	0.7
O=C(Nc1ccc2c(c1)OCO2)O[C@@H]1C[C@H]2CCCC(=O)N3CC[C@@H](C1)[C@@H]23	0.3%	0.9	818	i	1.1
COc1ccc(C)cc1S(=O)(=O)N1CCN(C(=O)c2ncoc2-c2ccc(F)cc2)CC1	0.3%	8.9	827	i	0.9
Cc1ccc(-n2nnnc2SCC(=O)Nc2cc(C)on2)c(C)c1	1.6%	39.2	764	i	0.2
O=C(NCC(O)c1ccc2ccccc2c1)c1c(F)cccc1F (stereo unspecified)	0.1%	3.8	426	i	0.8
CCc1cccc(C)c1NS(=O)(=O)c1c(C)nc2sccn2c1=O	0.6%	-1.4	777	i	2.7
NS(=O)(=O)c1ccc(CCNC(=O)Cc2ccc(Cl)cc2)cc1	0.0%	5.1	824	i	0.2
COc1ccc(OC)c(NC(=O)CCN2C(=O)c3ccccc3C2=O)c1	0.1%	-3.1	798	i	1.0
Cc1ccc(CNCCCSc2nc(C)cc(C)n2)cc1	1.0%	2.0	810	?	.
COc1cc2c(cc1OC)CN(c1ccc(C(N)=O)cc1[N+](=O)[O-])CC2	1.9%	-31.2	791	i	0.6
COc1ccc(-c2cn(CCCOCc3ccccc3)nn2)cc1	0.2%	17.6	851	i	2.4
CCOC(=O)c1ccccc1NC(=O)C1CC(=O)N(C(C)(C)C)C1 (stereo unspecified)	5.3%	-0.2	820	i	0.3
CCOc1ccccc1N(CC(=O)NCCSc1ccccn1)S(=O)(=O)c1ccccc1	-0.2%	-10.4	854	i	1.3
C/C(=N\NC(=O)c1cccc(O)c1)c1ccc(NC(=O)Cc2ccccc2)cc1	-0.2%	17.6	662	i	1.8
COc1cc(OC)cc(C(=O)NCC2CCCN(Cc3cccc(C(C)=O)c3)C2)c1 (stereo unspecified)	-0.5%	-1.9	815	i	0.3
CC(=O)c1ccc(N2CCN(C(=O)CCc3ccccc3)CC2)cc1	0.2%	-7.6	821	i	0.2
O=C(NCCN1CCOCC1)c1cc(Cl)ccc1Cl	0.2%	-20.1	782	i	0.1
Cc1ccc(NC(=O)NC2CCCCCCC2)cc1	0.0%	-1.9	750	i	1.5

Part of the list above in order of number of heavy atoms, low to high.
SMILES	K1F lysis inhibition	Lipid droplet	Lipid droplet cells 6.5 µM	Myeloid diff 2	Myeloid diff 2 GFP+ MAC1+ %
Cc1ccc(NC(=O)NC2CCCCCCC2)cc1	0.0%	-1.9	750	i	1.5
COc1ccc(-c2cn(CCCOCc3ccccc3)nn2)cc1	0.2%	17.6	851	i	2.4
COc1cc2c(cc1OC)CN(c1ccc(C(N)=O)cc1[N+](=O)[O-])CC2	1.9%	-31.2	791	i	0.6
O=C(Nc1ccc2c(c1)OCO2)O[C@@H]1C[C@H]2CCCC(=O)N3CC[C@@H](C1)[C@@H]23	0.3%	0.9	818	i	1.1
C/C(=N\NC(=O)c1cccc(O)c1)c1ccc(NC(=O)Cc2ccccc2)cc1	-0.2%	17.6	662	i	1.8
C/C(=N\NC(=O)c1nnn(-c2nonc2N)c1C(C)C)c1ccc2ccccc2c1	0.3%	10.0	765	i	1.3

Going on with the list:
SMILES	K1F lysis inhibition	Lipid droplet	Lipid droplet cells 6.5 µM	Myeloid diff 2	Myeloid diff 2 GFP+ MAC1+ %
COc1ccc(N(C)C(=O)C2CCCN2S(=O)(=O)c2cccc3nsnc23)cc1 (stereo unspecified)	0.0%	-8.0	691	i	1.0
O=C(CCNC(=O)N1CC(=O)Nc2ccccc21)Nc1ccc(Br)cc1F	-0.1%	40.6	693	i	3.4
Cc1ccc(C(C)NC(=O)c2cc3ccccc3oc2=O)cc1C (stereo unspecified)	0.3%	5.7	794	i	0.6
CCC(C(=O)N1CCCCCC1)n1nc(C)n2c(cc3occc32)c1=O (stereo unspecified)	0.2%	2.8	656	i	0.3
CN1CCc2c(sc(NC(=O)C3COc4ccccc4O3)c2C(N)=O)C1 (stereo unspecified)	0.2%	-7.8	836	i	1.6
CCCc1cc(=O)[nH]c(SCC(=O)N2C(C)CCCC2C)n1 (stereo unspecified)	0.1%	-17.5	747	i	0.4
Cc1cccc(CNC(=O)C2CCC(=O)N(CCc3cccc(F)c3)C2)n1 (stereo unspecified)	0.3%	-11.7	667	i	3.0
CCN(C(=O)Cn1c(=O)oc2ccccc21)c1ccc(C)c(C)c1	0.3%	-8.1	835	i	0.9
Cc1ccn(CC(=O)NC2CC(C)(C)Cc3c2cnn3-c2ccc(F)cc2)n1 (stereo unspecified)	0.2%[50 µM]	-6.7	677	i	1.0
COc1ccc(-n2nc3c(c2NC(=O)CCCl)CSC3)cc1	0.0%[50 µM]	0.1	831	i	0.3
C/C(=N/NS(=O)(=O)c1ccc(C)c(C)c1)c1c[nH]c2ccccc12	0.2%[50 µM]	-5.2	799	i	1.1
CCOC(=O)CNC(=S)N(Cc1ccco1)Cc1ccccc1Cl	-0.1%	-16.9	787	i	0.0
O=C(CSc1nc2ccccc2c(=O)n1Cc1ccco1)Nc1cccc(O)c1	1.0%	-16.0	797	i	0.0
CCn1c(CC(=O)Nc2ccc(F)cc2)nnc1SCC(=O)NC1CCCC1	-0.1%	7.3	812	i	1.1
CC1CN(C(=O)/C(=C/c2ccco2)NC(=O)c2ccccc2)CC(C)O1 (stereo unspecified)	0.4%	29.1	811	i	1.1
Cc1ccc(C)c(NC(=O)CN(C)C(=O)c2cc(S(=O)(=O)N3CCOCC3)ccc2N2CCCC2)c1	0.3%[50 µM]	4.4	842	i	0.7
CC1CCN(Cc2nnnn2CCCC(=O)N(C)C(C)c2ccccn2)CC1 (stereo unspecified)	0.0%	-8.5	667	i	8.1
CCCn1ncc(C(=O)N(C)C2CCCN(Cc3ccccc3F)C2)c1C (stereo unspecified)	0.1%	3.7	643	i	3.1
CCn1c(=O)c2sccc2n(CC(=O)NCCC2=CCCCC2)c1=O	0.0%	-28.4	760	i	0.1
O=S(=O)(NCCCSc1ccccc1)c1ccccc1F	0.2%	-39.2	839	i	0.4
Cc1nnc(NC(=O)CSc2nnc3ncccn23)s1	0.2%	-17.6	681	i	2.0
CCC(C)[C@H](NS(=O)(=O)c1ccc(C)cc1)C(=O)N1CCC(C(=O)N[C@H](C(=O)O)c2ccccc2)CC1 (stereo partly specified)	0.5%	-9.6	777	i	1.9
Cc1ccc(S(=O)(=O)c2nc(S(=O)(=O)c3ccccc3)sc2N2CCN(CCO)CC2)cc1	0.1%	-43.3	711	?	.
CC1CCc2[nH]c3ccc(C(=O)Nc4ccc(C(=O)N(C)C)cc4)cc3c2C1 (stereo unspecified)	1.0%[50 µM]	2.0	661	i	0.4
O=C(NC1CCC1)C1CCC(=O)N(Cc2ccccc2F)C1 (stereo unspecified)	0.5%	-1.7	714	i	1.0

Continued:
SMILES	K1F lysis inhibition	Lipid droplet	Lipid droplet cells 6.5 µM	Myeloid diff 2	Myeloid diff 2 GFP+ MAC1+ %
COc1ccc(OC)c(S(=O)(=O)N2CCCC(C(=O)N3CCCCCC3)C2)c1 (stereo unspecified)	-0.6%[50 µM]	3.4	841	i	0.8
Cc1ccc(S(=O)(=O)N2CCOC2CNC(=O)C(=O)NCCN(C)C)cc1 (stereo unspecified)	0.1%	-6.0	725	i	0.4
Cc1ccc(NC(=O)CN(C)C(=O)Cc2c(Cl)cccc2Cl)cc1	-0.3%	9.9	792	i	0.7
COC(=O)c1ccc2ccccc2c1OC1OC(CO)C(O)C(O)C1NC(C)=O (stereo unspecified)	0.2%	-2.0	803	i	0.2
Cc1ccc(S(=O)(=O)NCc2ccccc2)cc1C(=O)N(C)Cc1ccccc1F	-0.1%[50 µM]	-2.3	667	i	0.9
O=C(NCCN=C1NS(=O)(=O)c2ccccc21)c1ccccc1	0.2%	-3.1	796	i	4.3
Cc1nc(C)n(CC(C)C(=O)N2CCN(S(=O)(=O)c3ccccc3)CC2)n1 (stereo unspecified)	-0.5%	8.7	734	i	3.4
Cc1ccc(Cl)cc1N1CCN(S(=O)(=O)c2c(C)nc3scc(C)n3c2=O)CC1	0.5%	-10.7	790	i	0.0
O=C(NCC1CCCCC1)c1ccc(F)cc1Cl	i	9.6	789	i	0.5
Cc1ccc(NC(=O)CCc2c(C)[nH]c(=O)c(C#N)c2C)cc1	-0.2%	-7.4	760	i	2.2
O=C(Nc1cccc(Cl)c1Cl)c1ccccc1OCC(=O)N1CCOCC1	0.5%	-0.5	888	i	4.9
COC(=O)c1ccc(Oc2ccc(S(=O)(=O)N3CCCCC3)cc2N)cc1	0.2%	-1.1	849	i	0.7
COc1ccc(Cc2nnc(NCCO)[nH]c2=O)cc1	0.2%	13.3	750	i	0.6
CC(C(=O)NC1CCCCCC1)c1ccc([N+](=O)[O-])cc1 (stereo unspecified)	0.5%	-14.3	791	i	0.3
Cc1nn(-c2ccccc2)c2c1C(O)CC(C)(C)C2 (stereo unspecified)	0.1%	0.0	680	i	1.1
Cc1ccc2c(c1)N(Cc1ccc([N+](=O)[O-])cc1)C=NS2(=O)=O	0.1%	-25.6	778	i	0.7
COC(=O)c1ccc(N2CCN(C)CC2)c(NC(=O)COc2ccc(C)cc2)c1	0.0%	18.0	770	i	1.0
CN(Cc1cccnc1)C(=O)c1ccc2nc(Cc3ccccc3F)oc2c1	0.0%	-11.8	613	i	0.9
COc1ccc(OC)c(CCNC(=O)CCCc2nnc3n(C)c(=O)c4sccc4n23)c1	0.3%	-2.2	832	i	0.6
COc1ccc(NC(=O)CSc2nc(SC)ns2)cc1	0.6%	13.6	835	i	0.4
Cc1cccc(NC(=O)C2C3C=CC4(O3)C2C(=O)N(CCCN2CCCC2)C4C(=O)NC2CCCC(C)C2C)c1 (stereo unspecified)	-0.1%	-11.3	805	i	0.4
Cc1ccc(-c2ccccc2NC(=O)CS(=O)CC(=O)Nc2ccc(C)c(Cl)c2)o1 (stereo unspecified)	-0.5%	2.1	804	i	2.8
COc1ccc(OC)c(C2NC(=O)N(C)C(C)=C2C(=O)OCc2ccccc2)c1 (stereo unspecified)	-0.2%	4.0	825	i	0.6
CCOC(=O)C1=C(C)N=c2s/c(=C/c3cccc([N+](=O)[O-])c3O)c(=O)n2C1c1cc(OC)c(OC)c(OC)c1 (stereo unspecified)	-0.1%	-1.2	849	i	0.8
COc1ccc(S(=O)(=O)NNc2nc(C)cc(C)n2)cc1[N+](=O)[O-]	0.1%	-3.7	828	i	0.6

Retrieved by structure from the entries so far:
SMILES	K1F lysis inhibition	Lipid droplet	Lipid droplet cells 6.5 µM	Myeloid diff 2	Myeloid diff 2 GFP+ MAC1+ %
O=C(Nc1cccc(Cl)c1Cl)c1ccccc1OCC(=O)N1CCOCC1	0.5%	-0.5	888	i	4.9
COc1ccc(S(=O)(=O)NNc2nc(C)cc(C)n2)cc1[N+](=O)[O-]	0.1%	-3.7	828	i	0.6

Remaining list, next part:
SMILES	K1F lysis inhibition	Lipid droplet	Lipid droplet cells 6.5 µM	Myeloid diff 2	Myeloid diff 2 GFP+ MAC1+ %
COc1ccc(CNC(=O)C2CCCN(C(=O)Nc3ccccc3OC)C2)cc1 (stereo unspecified)	0.1%	81.1*	730*	i	1.3
N#CCCSc1ccccc1NC(=O)c1cc(=O)c2ccccc2o1	3.8%	-10.1	612	i	1.2
O=c1[nH]c(C2CCCN(S(=O)(=O)c3ccccc3Cl)C2)nc2c1nnn2Cc1ccc2c(c1)OCCO2 (stereo unspecified)	-0.3%	-25.6	704	i	1.4
COC(CNC(=O)c1ccc2c(c1)ncn2-c1cc(C)cc(C)c1)OC	-0.3%	-0.7	746	i	0.7
O=C(c1ccc2nc(Cc3ccccc3F)oc2c1)N1CC[C@H](O)C1	0.2%	0.1	729	i	2.7
CCC(=O)Nc1ccc(N2CCN(C(=O)c3ccco3)CC2)c(Cl)c1	-0.5%[50 µM]	-1.8	785	?	.
COc1ccc(C2=NS(=O)(=O)N(C)C(C(=O)Nc3cc(C)ccc3O)=C2)cc1OC	8.6%	-36.0	806	i	1.8

Screening data (PubChem BioAssay)
